Arrestin-AP2 inh: inhibitors of human beta-arrestin and AP2 interaction | FITC-arrestin peptide / GST-AP2 beads, flow cytometry; AP2 beta2 appendage carries R879A mutation | inhibition, % at 10 µM | 0.31% of 340,000 active | AID 504490;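 active = inhibition above a set limit, near 3 SD of compounds lacking own fluorescence, cut at about 54% in these data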;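 also: plate controls were DMSO wells for no effect and 5 µM unlabelled arrestin peptide for full effect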
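test system = AP2 appendage R879A on GSH beads | buffer or medium = PBS plus Tween 20 (0.05%) and BSA (0.1%) | incubation = 12 min plus 1 h, RT | detection = bead flow cytometry, FITC channel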
DAGLB inh: blocks human DAGLB lipase activity; HEK293T DAGLB membrane lysate, EnzChek fluorogenic substrate; inhibition, % at 5.17 µM; 0.059% of 340,000 active; AID 504411; in the data active = inhibition above about 34%;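 also: 0% = enzyme with vehicle and 100% = wells lacking enzyme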
Target sequence (Q8NCG7 whole entry, looked up): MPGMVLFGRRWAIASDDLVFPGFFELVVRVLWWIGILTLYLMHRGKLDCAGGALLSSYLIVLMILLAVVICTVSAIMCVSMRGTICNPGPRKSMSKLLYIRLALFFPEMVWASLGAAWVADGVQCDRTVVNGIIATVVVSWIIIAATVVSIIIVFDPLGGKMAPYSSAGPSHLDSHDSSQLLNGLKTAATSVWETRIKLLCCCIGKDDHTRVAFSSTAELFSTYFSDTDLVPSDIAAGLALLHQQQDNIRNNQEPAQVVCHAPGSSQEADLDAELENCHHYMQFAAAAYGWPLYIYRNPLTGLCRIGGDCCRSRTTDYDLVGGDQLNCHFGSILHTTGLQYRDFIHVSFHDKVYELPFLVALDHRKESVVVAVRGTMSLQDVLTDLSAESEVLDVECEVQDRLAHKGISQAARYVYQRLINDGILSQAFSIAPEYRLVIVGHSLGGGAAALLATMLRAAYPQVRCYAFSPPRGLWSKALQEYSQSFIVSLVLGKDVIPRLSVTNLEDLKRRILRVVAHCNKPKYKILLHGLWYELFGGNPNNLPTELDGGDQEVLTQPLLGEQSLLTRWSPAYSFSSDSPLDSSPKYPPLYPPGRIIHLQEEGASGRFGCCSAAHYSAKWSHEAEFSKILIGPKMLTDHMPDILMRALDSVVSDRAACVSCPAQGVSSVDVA
HTR5A inv ctr: counter-screen for OPRM1-OPRD1 inverse agonists: human HTR5A inverse agonism; P47898; HTR5A cell line, luminescence; inhibition, % at 9.3 µM; 0.083% of 340,000 active; in the data active = inhibition mostly above about 23%, no sharp cut-off; inactive = mostly below about 18%;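 also: 0% = cells with DMSO and 100% = no-cell wells with DMSO; some compounds called inactive have numbers as strong as hits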
MOR-DOR ag: agonists of human mu-delta opioid receptor heterodimerization; AID 504326; activation, % at 9.3 µM; cells, OPRM1-OPRD1 heterodimerization, luminescence; P35372+P41143; 0.3% of 340,000 active; in the data active = activation above about 18%;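 also: 0% = vehicle-treated cells and 100% = reference agonist; values of inactives mirror those of a sister screen read the other way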
PKA-R2B activ: activates the human PKA-R2B holoenzyme complex | P22694+P31323 | AID 504700 | 0.079% of 340,000 active | activation, % at 11.4 µM | PKA-R2B holoenzyme dissociation, Cy5-IP20 fluorescence polarization; R2B truncated from residue 108, S112A mutant; 0% DMSO only, 100% 113 µM cGMP;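 active = activation above a cutoff set at the mean over all compounds plus 3 SD, cut at about 18% in these data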;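 also: higher means more holoenzyme dissociation and a rise in polarization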
Target sequence (P31323 whole entry, looked up, other chains not shown, the tested form may be a part): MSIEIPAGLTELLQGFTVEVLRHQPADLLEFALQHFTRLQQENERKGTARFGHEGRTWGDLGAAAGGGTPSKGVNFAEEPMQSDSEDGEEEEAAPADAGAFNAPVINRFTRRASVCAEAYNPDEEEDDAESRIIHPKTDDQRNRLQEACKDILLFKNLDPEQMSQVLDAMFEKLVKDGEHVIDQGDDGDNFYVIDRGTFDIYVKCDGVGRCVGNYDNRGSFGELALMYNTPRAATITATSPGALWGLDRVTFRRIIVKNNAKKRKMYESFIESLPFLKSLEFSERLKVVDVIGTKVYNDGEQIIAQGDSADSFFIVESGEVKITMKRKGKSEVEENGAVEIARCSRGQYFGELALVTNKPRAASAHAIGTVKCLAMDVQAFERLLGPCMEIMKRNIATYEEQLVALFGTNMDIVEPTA
Pemphigus Ab inh: human desmoglein-3 autoantibody binding inhibition; P32926; DSG3-coupled beads, scFv-anti-DSG3-GFP binding, flow cytometry; hits give low values; binding (percent of control), % at 10 µM; 0.48% of 310,000 active;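 active = binding more than 3 SD below its plate's average and above zero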;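 also: hits lower antibody fragment binding to DSG3; some compounds called inactive have numbers as strong as hits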
PKA-R1A act: activates the PKA-R1A holoenzyme complex | P00514+P68181 | PKA-R1A dissociation, Cy5-IP20 fluorescence polarization; scaled: DMSO 0%, 113 µM cGMP 100% | activation, % at 11.4 µM | 0.083% of 340,000 active | AID 504707;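 active = percent activation above the mean of all tested compounds plus 3 SD, cut at about 19% in these data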;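 also: higher means more PKAc released from R1A so a rise in polarization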
V-ATPase pHluor: yeast V-ATPase proton transport regulation by pHLuorin | S. cerevisiae, pHLuorin cytosolic pH fluorescence | response, % at 10 µM | 0.37% of 350,000 active; in the data active = response mostly above about 7.3%, no sharp cut-off; inactive = mostly below about 5.4%; also: actives read high; inactives centre near 0; some compounds called inactive have numbers as strong as hits; reference of the scale not given here
HTR5A ag ctr: counter-screen for OPRM1-OPRD1 agonists: human HTR5A agonism. P47898. HTR5A agonist assay, luminescence, cell-based. activation, % at 9.3 µM. 0.61% of 340,000 active. AID 504692; in the data active = activation mostly above about 9.5%, no sharp cut-off; inactive = mostly below about 7.6%;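 also: 0% = cells with vehicle only and 100% = reference agonist; strong numbers were not always called active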
OPRM1-OPRD1 inv: mu-delta opioid heterodimer inverse agonism. P35372+P41143. cell-based MOR-DOR heterodimer luminescence. inhibition, % at 9.3 µM. 0.21% of 340,000 active. AID 504357; in the data active = inhibition above about 22%, passing the limit was not always enough;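 also: 0% = cells with DMSO and 100% = wells without cells with DMSO; values of inactives mirror those of a sister screen read the other way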
* = called active by the depositor; / = not tested or not shown.

Screens in order – Arrestin-AP2 inh | DAGLB inh | HTR5A inv ctr | MOR-DOR ag | PKA-R2B activ | Pemphigus Ab inh | PKA-R1A act | V-ATPase pHluor | HTR5A ag ctr | OPRM1-OPRD1 inv
- CN(c1ccccc1)S(=O)(=O)c1cccc(C(=O)Nc2ccc3c(c2)CCC3)c1
  3 | -3 | 20 | 10 | -4 | 101 | 9 | 3 | 0 | -54
- O=C(COC(=O)c1cc(=O)[nH]c2ccccc12)NCc1ccccc1Cl
  -4 | 0 | -3 | 6.7 | -3 | 100 | -4 | 2 | -1 | -26
- O=C(NC1CCN(Cc2ccccc2)CC1)C1CCN(S(=O)(=O)c2cccc([N+](=O)[O-])c2)CC1
  -1 | -4 | -3 | 3.8 | -8 | 113 | -4 | 7 | 0 | -27
- CCOC(=O)c1ccc(NC(=O)N2CCN(Cc3cccc(F)c3)CC2)cc1
  -6 | -6 | -50 | 1.2 | -2 | 99 | -4 | -2 | -1 | -6
- O=C1C(NS(=O)(=O)c2cccs2)=C(N2CCOCC2)C(=O)c2ccccc21
  4 | 10 | 39 | -7.9 | -4 | 90 | -7 | -1 | -1 | 41*
- CCOC(=O)CC(NC(=O)Cn1nnc(-c2ccccc2)n1)c1ccc(OC)cc1 (configuration not stated)
  -20 | -3 | 4 | 1.7 | -5 | 123 | -2 | 4 | -1 | -8
- CCOC(=O)c1cnn(-c2ncnc3sc(C)c(C)c23)c1N
  22 | -4 | -16 | -3.6 | -2 | 101 | -15 | -1 | 1 | 15
- O=C1OC(Nc2ncccn2)c2ccccc21 (configuration not stated)
  2 | -6 | 10 | -1.5 | -9 | 102 | -2 | -3 | -7 | 8
- CCCS(=O)(=O)Nc1cccc(-c2nc3cccnc3s2)c1
  2 | 0 | 6 | -2.1 | 8 | 77 | 4 | 0 | -2 | 12
- Cc1ccc(NS(=O)(=O)c2c(C(=O)N3CCOCC3)c(C)n(C)c2C)cc1
  37 | -1 | -13 | -2.7 | -4 | 101 | 1 | -2 | 1 | 14
- CC(=O)NC(C(=O)c1ccccc1)C(=O)c1ccccc1
  5 | 2 | 18 | 0.9 | 10 | 97 | -7 | -3 | 2 | -6
- O=C(NCc1cccs1)c1cccc(S(=O)(=O)N2CCCCC2)c1
  -10 | 0 | -20 | -1.8 | -11 | 95 | 6 | -1 | 1 | 11
- CCN1CCN(c2c(Cl)cccc2NC(=O)c2ccc3c(c2)OCCO3)CC1
  -6 | -1 | -26 | -0.4 | -12 | 105 | -5 | -20 | 0 | 2
- COc1ccc(NS(=O)(=O)c2ccc(Cl)c(NC(=O)c3ccccc3F)c2)cc1
  2 | -6 | -13 | 4.4 | 0 | 93 | -9 | 2 | 4 | -23
- CC(Oc1ccc(C(=O)NCCc2ccccc2)cc1)C(=O)O (configuration not stated)
  6 | 1 | 19 | -1.1 | -2 | 99 | -3 | -2 | 0 | 6

Exported in markdown: entries from further up.
| structure | Arrestin-AP2 inh | DAGLB inh | HTR5A inv ctr | MOR-DOR ag | PKA-R2B activ | Pemphigus Ab inh | PKA-R1A act | V-ATPase pHluor | HTR5A ag ctr | OPRM1-OPRD1 inv |
| --- | --- | --- | --- | --- | --- | --- | --- | --- | --- | --- |
| O=C1OC(Nc2ncccn2)c2ccccc21 (configuration not stated) | 2 | -6 | 10 | -1.5 | -9 | 102 | -2 | -3 | -7 | 8 |
| CCCS(=O)(=O)Nc1cccc(-c2nc3cccnc3s2)c1 | 2 | 0 | 6 | -2.1 | 8 | 77 | 4 | 0 | -2 | 12 |

Additional structures follow:
Screens in order – Arrestin-AP2 inh | DAGLB inh | HTR5A inv ctr | MOR-DOR ag | PKA-R2B activ | Pemphigus Ab inh | PKA-R1A act | V-ATPase pHluor | HTR5A ag ctr | OPRM1-OPRD1 inv
- Cc1ccc(S(=O)(=O)N2CCCCC2)cc1NC(=O)CSc1nnc(C2CC2)n1N
  26 | 2 | 14 | -1.6 | -7 | 104 | 8 | -2 | -6 | 6
- CC1(c2ccc(O)cc2)NC(=O)N(c2ccccc2)N1 (configuration not stated)
  -1 | 1 | -16 | 0.1 | -7 | 93 | 4 | -2 | 6 | 0
- NS(=O)(=O)c1ccc(N/N=C/c2ccc3c(c2)OCO3)c([N+](=O)[O-])c1
  -15 | 14 | 0 | 1.1 | 12 | 31* | -1 | 0 | 0 | -5
- CCCCCC/C(C)=C1/SC(=S)NC1=O
  2 | 11 | 11 | -0.3 | -8 | 120 | -10 | -4 | 0 | 2
- CC(NC(=O)C1CC2CCCC(C1)C2=O)c1ccccc1 (configuration not stated)
  -3 | 0 | -17 | -4.0 | 9 | 109 | 7 | 3 | 7 | 17
- CCCCn1c(CCC(=O)O)nc2c1c(=O)[nH]c(=O)n2CCC
  0 | -7 | 8 | -1.7 | 10 | 89 | 11 | 0 | 2 | 9
- CC1CCN(CCCNC(=O)c2cc3sccc3n2C)CC1
  -3 | -1 | -8 | -1.7 | 8 | 115 | -1 | 0 | -2 | 9
- CCC/C(O)=C1\C(=O)CC(C)(C)CC1=Nc1ccc(OC)cc1OC
  3 | -3 | -7 | 0.9 | -6 | 108 | -6 | -2 | 2 | -5
- CC(=O)c1cccc(NC(=O)CN2C(=O)NC3(CCCCCCC3)C2=O)c1
  2 | 0 | -40 | 0.3 | -12 | 101 | -10 | 2 | -2 | -1
- O=C(Cn1c2ccccc2c(=O)c2ccccc21)N/N=C/c1ccc(N2CCCC2)c([N+](=O)[O-])c1
  3 | 0 | 5 | -2.5 | -4 | 91 | 2 | -2 | -2 | 15
- CCOc1ccccc1N(CC(=O)NC1CCCC1)C(=O)CNC(=O)c1cccs1
  26 | -3 | -19 | -1.1 | -1 | 105 | -1 | 7 | 7 | 6
- CCC(C)NC(=O)Cn1cc2c(n1)CCC(C)C2 (configuration not stated)
  9 | -2 | 9 | -2.2 | -1 | 107 | -13 | 5 | -3 | 11
- Cc1ccc(S(=O)(=O)NCC2CCC(C(=O)NCCCN3CCCC3=O)CC2)cc1 (configuration not stated)
  -6 | 1 | 4 | -2.7 | -1 | 76 | 1 | 0 | -3 | 14
- O=C1CCc2cc(NS(=O)(=O)c3ccc(Cl)cc3)cc3c2N1CC3
  2 | 0 | -5 | -1.2 | -4 | 96 | 2 | 0 | 2 | 8
- Cc1nc2ccc(S(=O)(=O)NCC(=O)NCCN3CCCCC3C)cc2s1 (configuration not stated)
  28 | 1 | -20 | -0.9 | 8 | 127 | -4 | 8 | 1 | 5
- Cn1cc(CCC(=O)NC2CC2)c2ccccc21
  -3 | -1 | 2 | -3.6 | -7 | 94 | 1 | 1 | -1 | 16
- O=C(NC1CCCc2ccccc21)c1cccc(S(=O)(=O)N2CCN(c3ccccc3)CC2)c1 (configuration not stated)
  0 | 0 | 0 | -0.8 | -2 | / | -4 | 4 | 3 | 5
- O=C(Cc1ccccc1F)N1CCN(S(=O)(=O)c2ccc(Cl)cc2)CC1
  -6 | -4 | -11 | 0.0 | 6 | 105 | 10 | 1 | 0 | 0
- CCC(=O)c1coc2ccc(O)cc12
  4 | -1 | -12 | 3.4 | -1 | 97 | 0 | 0 | 5 | -17
- COc1cc(CC(=O)OCC(=O)Nc2ccc(N3CCOCC3)cc2)cc(OC)c1OC
  -1 | 1 | -4 | -0.4 | -3 | 116 | 1 | -2 | 1 | 2
- Cc1ccccc1NC(C)C(=O)N/N=C/c1c[nH]c2ccccc12 (configuration not stated)
  32 | 2 | 6 | -1.5 | -3 | 104 | -5 | 1 | -2 | 9
- O=C(Nc1cccc(C(F)(F)F)c1)c1cccnc1NCCO
  17 | 0 | -6 | -0.4 | 7 | 114 | 0 | -1 | -5 | 2
- Nc1nc(COc2ccccc2)cs1
  -2 | -4 | 11 | -3.4 | -6 | 106 | 11 | 0 | 3 | 17
- CC(OC(=O)c1cc(O)c2ccccc2c1O)C(=O)Nc1ccc(C(N)=O)cc1 (configuration not stated)
  9 | 6 | 14 | 4.5 | 0 | 99 | 1 | -1 | -3 | -30
- CC(=O)Nc1ccc(NC(=O)COC(=O)c2ccccc2SCC(=O)N2CCCC2)cc1
  7 | -2 | -4 | -2.5 | 3 | 91 | 6 | -3 | 3 | 12
- CSc1ccccc1C(=O)N(C)Cc1ccccc1
  1 | -2 | 15 | 0.2 | 1 | 107 | 5 | -2 | -6 | -1
- N#Cc1ccccc1Cn1cc(/C=C/[N+](=O)[O-])c2ccccc21
  12 | 3 | -14 | -1.5 | 3 | 119 | -3 | 1 | 1 | 8
- CCOC(CCn1c(SCC(=O)NC2CCCC2)nc2ccccc2c1=O)OCC
  2 | -1 | 2 | -3.2 | 1 | 112 | -2 | 1 | -1 | 13
- CCOC(CNC(=O)c1ccc2c(c1)ncn2-c1cccc(F)c1)OCC
  -7 | 4 | -3 | -0.1 | -7 | 94 | 6 | -3 | 1 | 1
- NS(=O)(=O)c1ccc(CCNC(=O)COC(=O)Cc2c(F)cccc2Cl)cc1
  -7 | -2 | 4 | -1.7 | -5 | / | -11 | 3 | 0 | 9
- CCOc1ccc(C2C(C(=O)c3ccco3)=C(O)C(=O)N2CCN2CCOCC2)cc1OCC (configuration not stated)
  28 | 1 | -6 | -4.4 | -6 | 103 | 1 | -1 | 0 | 23
- CCCc1c(C)c2c(C)[nH]nc2oc1=O
  18 | -1 | -6 | -0.9 | -6 | 95 | 3 | -4 | 2 | 5
- CCCNS(=O)(=O)c1ccc(CCC(=O)N2CCC(C)CC2)cc1
  -8 | 0 | 6 | -2.3 | -14 | / | -6 | 1 | -2 | 14
- CC(C)C[C@H]1CNC(=O)C(=O)N1CC1CCN(CCc2ccc(-c3ccccc3)cc2)CC1
  7 | -2 | 1 | 0.4 | -8 | 105 | -6 | 6 | 0 | -2
- CN(C)N1C(=O)CC(N2CCCCC2)C1=O (configuration not stated)
  36 | -1 | -7 | 0.5 | -5 | 95 | -1 | -1 | 3 | -3
- CC(=O)N1CCN(CC(=O)NC(=O)Nc2ccc3c(c2)OCCO3)CC1
  38 | -2 | 5 | -0.6 | -8 | 118 | -14 | -5 | -2 | 3
- COc1ccc(-c2noc(N3CCC(C(=O)Nc4ccc(F)cc4F)CC3)n2)cc1
  4 | -4 | -26 | 1.9 | 1 | 92 | 6 | -4 | 4 | -11
- Cc1cccc(-n2c(=O)[nH]c3c(C(N)=O)nc(-c4ccccc4Cl)nc32)c1
  9 | 2 | -9 | 3.9 | 1 | 94 | -16 | 8 | 3 | -20
- CCN(C(=O)COC(=O)c1cc2ccccc2cc1O)C1CCS(=O)(=O)C1 (configuration not stated)
  0 | -2 | 11 | -1.2 | -7 | 96 | -19 | -6 | -2 | 7
- CCOc1ccc(N(CC(=O)Nc2ccc(F)c(F)c2)S(=O)(=O)c2c(C)noc2C)cc1
  -3 | -7 | -10 | 5.8 | -11 | 102 | -7 | -1 | 3 | -29
- CC(=O)OC1CC2(C)/C(=N\O)CCC2C2CCc3cc(O)ccc3C12 (configuration not stated)
  4 | 3 | -13 | -0.3 | 2 | 96 | -3 | 2 | 3 | 2
- Cc1cc(C)cc(NC(=O)CCN2CC(C)OC(C)C2)c1 (configuration not stated)
  4 | -1 | 11 | -0.7 | -1 | 99 | -20 | -1 | -6 | 4
